TDP43 rescue – inhibitors of TDP-43 toxicity in yeast; TDP-43 expressing yeast growth rescue, BacTiter-Glo, 24 h; Potency, µM (titrated, usually from 46.1 µM), for inactives: at the top dose growth rescue (activation), usual class: activators; hit rate 1.8% among 410,000; AID 652104; also: % of control where 0% means no effect; nearly all actives have a fitted effect of over 50% in size
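Yeast expressing TDP-43 (pregrown in raffinose, seeded at OD600=0.02 in galactose medium) exposed to compounds 24 hr at 30 deg C. Growth read by BacTiter-Glo luminescence; rescue of toxicity appears as increased signal.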
PTHR1 agonist – activates the human parathyroid hormone receptor PTHR1; Potency, µM (top dose mostly 115 µM), inactives show at the highest dose activation, hits mostly activators; hit rate 0.075% among 410,000; HEK293 GP2 PTHR1 cells, GloSensor cAMP luminescence, 1 h; Q03431; also: nearly all actives have a fitted effect of over 55% in size; some results filed as inactive show a strong effect at the top dose; inactives centre near -15; many of its hits are not listed in these tables
Target sequence (Q03431 whole entry, looked up): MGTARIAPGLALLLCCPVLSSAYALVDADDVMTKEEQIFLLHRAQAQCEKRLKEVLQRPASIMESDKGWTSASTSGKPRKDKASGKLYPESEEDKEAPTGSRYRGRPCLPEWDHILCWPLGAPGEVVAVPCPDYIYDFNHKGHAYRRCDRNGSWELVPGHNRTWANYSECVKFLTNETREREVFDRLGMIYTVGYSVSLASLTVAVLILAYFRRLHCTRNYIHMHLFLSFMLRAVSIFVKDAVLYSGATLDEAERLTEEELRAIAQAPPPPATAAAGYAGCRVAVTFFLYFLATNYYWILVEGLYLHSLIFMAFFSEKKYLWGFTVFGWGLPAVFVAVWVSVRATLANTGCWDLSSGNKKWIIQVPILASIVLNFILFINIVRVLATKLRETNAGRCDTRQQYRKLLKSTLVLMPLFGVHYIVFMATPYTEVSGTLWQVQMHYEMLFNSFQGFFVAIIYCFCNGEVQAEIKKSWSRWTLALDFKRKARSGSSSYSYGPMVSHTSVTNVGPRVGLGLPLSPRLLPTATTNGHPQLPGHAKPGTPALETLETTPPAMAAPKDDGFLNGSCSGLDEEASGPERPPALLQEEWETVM
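HEK-293-derived GP2 cells expressing PTHR1 and a GloSensor cAMP reporter, 3,000/well, plated overnight, given luciferin plus IBMX (each 0.5 mM as added) for 1 h at 37 °C, then compound for 1 h at 37 °C. Luminescence was read after 15 min at room temperature.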
FUS yeast rescue – suppressors of FUS proteinopathy in yeast | S. cerevisiae FUS-expressing, growth rescue, OD600, 24 h | hit rate 0.24% among 390,000 | Potency, µM (series often up to 76.6 µM), for the others: at the highest dose growth rescue (activation), usual class: activators;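 also: plate controls were DMSO vehicle for no effect and reference control for full effect; nearly all actives have a fitted effect of over 55% in size; some results filed as inactive show a strong effect at the top dose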
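Restored growth of FUS-toxic S. cerevisiae, read as 600 nm absorbance after 24 h at 30C in galactose medium (starting OD 0.005). Controls CP55940 and DMSO.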
* marks the source's active call; other numbers are inactive results; i = inactive; ? = inconclusive; [ ] = dose if it differs, or a comment. Calls follow the shape of the dose curve; as a rule, active = well fitted curve in the direction sought with a large enough effect; inconclusive = small, poorly fitted or top-dose-only effect, or another doubt; inactive = no such curve, though single readings can be large; an effect the other way counts as inactive or inconclusive. Potency is read from the fitted curve at half-maximal effect. An excerpt; count on the stated rates, not on these rows.

SMILES	TDP43 rescue	PTHR1 agonist	FUS yeast rescue
O=C(CSc1cn(CC(=O)N2CCCC2)c2ccccc12)Nc1ccc(Cl)cc1	10%	-45%[inhibitor]	-6%
Cc1cc(Br)ccc1NC(=O)C(NS(=O)(=O)c1cccs1)c1ccccc1 (stereo not drawn)	-1%	i	7%
COc1ccc(CCNC(=O)C(=O)NCC(c2ccco2)S(=O)(=O)c2ccccc2)cc1OC (stereo not drawn)	-11%	i	19%
Cc1ccc(CSc2nc3ccsc3c(=O)n2CCC(C)C)cc1	11%	i	19%
CC(=O)c1ccc(NC(=O)CCc2c(C)nn(-c3ccc4nnc(C)n4n3)c2C)cc1	21%	-11%	-27%
Cc1ccc(S(=O)(=O)c2cn(CC(=O)Nc3ccc(C)c(Cl)c3)c3ccc(C)cc3c2=O)cc1	14%	i	-8%
Cc1ccccc1CN1CCCN(CC(=O)Nc2c(C)cccc2C)S1(=O)=O	0%	i	-15%
COc1ccc(-c2nc(S(=O)(=O)c3ccc(Cl)cc3)c(N3CCCCCC3)o2)cc1	10%	-13%	-8%
Cc1ccc(CN2CCSc3ccc(C(=O)Nc4cc(C)cc(C)c4)cc32)cc1	19%	i	25%
Cc1cc(C(F)F)n2nc(C(=O)Nc3cccc(Cl)c3C)nc2n1	?	-19%	-4%

Molecules shown so far with a Cl atom (4):
SMILES	TDP43 rescue	PTHR1 agonist	FUS yeast rescue
O=C(CSc1cn(CC(=O)N2CCCC2)c2ccccc12)Nc1ccc(Cl)cc1	10%	-45%[inhibitor]	-6%
Cc1ccc(S(=O)(=O)c2cn(CC(=O)Nc3ccc(C)c(Cl)c3)c3ccc(C)cc3c2=O)cc1	14%	i	-8%
COc1ccc(-c2nc(S(=O)(=O)c3ccc(Cl)cc3)c(N3CCCCCC3)o2)cc1	10%	-13%	-8%
Cc1cc(C(F)F)n2nc(C(=O)Nc3cccc(Cl)c3C)nc2n1	?	-19%	-4%

More entries follow:
SMILES	TDP43 rescue	PTHR1 agonist	FUS yeast rescue
Cc1ccc(Sc2c(C)nn(C(=O)c3ccc(Br)cc3)c2C)cc1	?	i	3%
CCc1cccc(C)c1NC(=O)CN1CCCN(Cc2ccc(C)cc2)S1(=O)=O	-3%	-89%[inhibitor]	9%
CCOc1ccc(CCNC(=O)CN2C(=O)COc3ccc(S(=O)(=O)N(CC)CC)cc32)cc1	-3%	i	25%
Cc1cc(Br)ccc1NC(=O)C1CCN(S(=O)(=O)c2cccc3nsnc23)CC1	-10%	-43%[inhibitor]	-3%
CCOc1ccc(CCNC(=O)Cn2ccc3cc(S(=O)(=O)N4CCCCC4)ccc32)cc1	12%	-30%	18µM*
CCOc1ccc(Br)cc1C1C(C(=O)Nc2ccccc2OC)=C(C)Nc2nnnn21 (stereo not drawn)	0%	-3%	7%
CCN(CC)S(=O)(=O)c1ccc2oc(C(=O)Nc3ccc(Br)cc3F)c(C)c2c1	15%	i	-15%
O=c1c2sc3ccccc3c2n(Cc2cccc(F)c2)c(=O)n1CCc1ccccc1	-1%	i	-2%
CCOc1ccc(CC(=O)Nc2c(C(=O)c3ccc(F)cc3)oc3ccc(Cl)cc23)cc1OCC	9%	i	-12%
COc1cc(NC(=O)CSc2ncc3c(n2)-c2ccc(Cl)cc2N(Cc2ccccc2)S3(=O)=O)cc(OC)c1	-3%	-33%	12%
Cc1ccc(CNC(=O)c2ccc3c(c2)N(Cc2ccccc2Cl)C(=O)CS3)cc1	17%	i	14%
COc1ccccc1CCNC(=O)c1ccc(-c2nc(CSc3ccc(C)cc3)c(C)o2)cc1	-14%	-7%	32%
CCOC(=O)c1cc(C)n(CC2CCC(C(=O)Nc3ccc(C)cc3)CC2)c1C (stereo not drawn)	27%	-45%[inhibitor]	13%
Cc1cccc(N2CCN(C(=O)Cn3nc(C)c4sc5ccccc5c4c3=O)CC2C)c1 (stereo not drawn)	-11%	-12%	16%
Cc1cc(C)cc(NC(=O)CCCc2nnc3n(CC(C)C)c(=O)c4sccc4n23)c1	14%	i	-4%
CC(C)Cn1c(=O)c2sccc2n2c(CCCC(=O)Nc3ccc(Cl)cc3)nnc12	6%	i	-25%
Cc1cccc(OCCSc2nc3ccc(NC(=O)COc4ccccc4F)cc3s2)c1	-15%	-10%	0%
CSc1cccc(N2C(=O)N(Cc3ccc([N+](=O)[O-])cc3)c3ccccc3S2(=O)=O)c1	-9%	-5%	2%
CCN1CCN(Cc2c(O)ccc3oc(C)c(C(=O)Nc4cccc(C(F)(F)F)c4)c23)CC1	-9%	-14%	19%
Cc1ccc(NC(=O)c2cccc(N3CCCS3(=O)=O)c2)cc1C	-3%	i	-14%
Cc1cccc(OCC(=O)Nc2ccc(S(=O)(=O)N(Cc3ccccc3)c3ccccc3)cc2)c1	7%	-7%	6%
Cc1ccc(CNC(=O)Cn2c(=O)n(-c3ccccc3)c(=O)c3c2c2cc(C)ccc2n3C)cc1	?	-32%	9%
CCc1ccc(NC(=O)c2sc3nc(C)c(C(=O)Nc4ccc(C)cc4C)c(-c4ccco4)c3c2N)cc1	22%	i	6%
CCOc1ccc(NC2SC(=O)N(Cc3ccccc3)C2=O)cc1 (stereo not drawn)	13µM*	-14%	7%
Cc1c(Cl)cccc1NC(=O)C1CCCN(c2nnc(-n3c(C)ccc3C)s2)C1 (stereo not drawn)	-7%	-17%	15%
CCOC(=O)c1sc(N2C(=O)c3oc4ccc(F)cc4c(=O)c3C2c2cccc(OC)c2)nc1C (stereo not drawn)	-7%	i	-20%
COc1cccc(NC(=O)CCc2nnc3n(Cc4ccccc4Cl)c(=O)c4ccccc4n23)c1	15%	i	0%
CCc1cnc2c(c1SCC(=O)NCc1ccccc1)c(=O)n(C)c(=O)n2C	0%	i	3%
COC(=O)c1c(NC(C)=O)c2c3c(sc2n1Cc1cc(C)ccc1C)CCCC3	-31%[inhibitor]	9%	-16%
COc1cccc(NS(=O)(=O)c2ccc3[nH]cc(C(=O)NCCc4ccc(C)cc4)c(=O)c3c2)c1	0%	-46%[inhibitor]	-3%
CCOc1ccc(NC(=O)N2CCC(n3c(C)nc4cccnc43)CC2)cc1	18%	i	-17%
CC(C)c1cc(C(=O)NC(C)c2ccccc2)no1 (stereo not drawn)	21%	-8%	-4%
Cc1cc(=O)n(CC(=O)N2CCCCC2)c2c1c(C)nn2C	26%	i	1%
O=C(/C=C\c1ccc2c(c1)OCO2)NC1CC(=O)N(c2ccc(Cl)cc2)C1 (stereo not drawn)	12%	i	13%
CCOC(=O)N1CCN(C(=O)Cn2ncc3c4ccccc4n(Cc4ccc(F)cc4)c3c2=O)CC1	0%[9.22 µM]	-5%	?
COc1cc(OC)cc(-c2nc3nc(C)c(CCC(=O)Nc4ccc(C)c(C)c4)c(C)n3n2)c1	-30%	i	-9%
CCOc1ccccc1CNC(=O)c1sc2ncccc2c1-n1cccc1	7%	-41%[inhibitor]	-10%
CCC(CC)c1nn2c(=O)cc(COc3ccc(NC(=O)c4ccccc4C)cc3)nc2s1	10%	-33%	-26%
CCCN1CCc2nc(N3CCN(c4ncccn4)CC3)ncc2C1	-9%	?	23%
CCOC(=O)c1cc(CC)sc1NC(=O)COc1ccccc1C	17%	i	0%
Cc1c(Cl)cccc1NC(=O)C(CCS(C)(=O)=O)N1Cc2ccccc2C1=O (stereo not drawn)	8%	i	-9%
CCOC(=O)c1c(S(=O)(=O)N2CCN(c3cccc(C(F)(F)F)c3)CC2)c(C)n(C)c1C	-5%	i	7%
COc1ccccc1C(=O)Oc1ccc(C(c2c(C)[nH][nH]c2=O)c2c(C)[nH][nH]c2=O)cc1	0%	i	34%
CCc1cccc(CC)c1NC(=O)CN1C(=O)C(=O)c2ccccc21	-1%	?	-6%
COc1cccc(-c2cc(C(F)(F)F)nc(-n3nc(C)c(Br)c3C)n2)c1	6%	i	4%
O=C(Nc1cccc(Br)c1)N1CCN2CCCCC2C1 (stereo not drawn)	-12%	?	18%
COc1ccc(-c2cc(C(=O)NCc3ccc(F)cc3)c3c(-c4ccc(F)cc4)[nH]nc3n2)cc1OC	?	-36%[inhibitor]	10%
CCOc1ccc(NS(=O)(=O)c2ccc3c(c2)NC(=O)CCS3)cc1	0%	-14%	0%
CCC(NC(=O)Nc1cc(Cl)ccc1OC)c1c(-n2cccc2)sc2c1CCN(C)C2 (stereo not drawn)	6%	-20%	?
CC(C)(C)OC(=O)N1CCC(c2c(C(=O)N3CCN(c4ccccn4)CC3)cnn2-c2ccc(F)cc2)CC1	15%	i	-9%

Next section; the last 4 above are carried over.
SMILES	TDP43 rescue	PTHR1 agonist	FUS yeast rescue
COc1ccc(-c2cc(C(=O)NCc3ccc(F)cc3)c3c(-c4ccc(F)cc4)[nH]nc3n2)cc1OC	?	-36%[inhibitor]	10%
CCOc1ccc(NS(=O)(=O)c2ccc3c(c2)NC(=O)CCS3)cc1	0%	-14%	0%
CCC(NC(=O)Nc1cc(Cl)ccc1OC)c1c(-n2cccc2)sc2c1CCN(C)C2 (stereo not drawn)	6%	-20%	?
CC(C)(C)OC(=O)N1CCC(c2c(C(=O)N3CCN(c4ccccn4)CC3)cnn2-c2ccc(F)cc2)CC1	15%	i	-9%
Cc1cccc(N2CCN(C(=O)CCn3c(=O)c4cccn4c4cccnc43)CC2C)c1 (stereo not drawn)	0%	-68%[inhibitor]	23%
CCOc1ccccc1N(CC(=O)NCCSc1ccccc1)S(=O)(=O)c1ccccc1	13%	i	35%
CC1=C(C(=O)NCc2ccccc2F)C2(CCCCC2)OC1=O	19%	i	-13%
Cc1cc(CN2CCN(c3ccccc3F)CC2)cs1	15%	i	6%
CCc1cccc(C)c1NC(=O)C(CC)Sc1nncn2c1cc1occc12 (stereo not drawn)	14µM*	i	28%
COc1ccc2nc3oc(C(=O)NCc4ccccc4OC)cc3cc2c1	10%	i	-10%
Cc1ccc(C(C)C)c(OCCCn2c(=O)oc3ccccc32)c1	20%	-5%	12%
CCOc1ccc(NC(=O)C(=O)NCc2ccco2)cc1	20%	-6%	-2%
COc1ccc(-c2cn3nc(N4CCC(C(=O)Nc5cccc(Cl)c5)CC4)sc3n2)cc1	0%[9.22 µM]	-9%	-13%
Cc1ccc(-c2nc3ccccn3c2Nc2ccc3c(c2)OCCO3)o1	-6%	i	20%
O=C(Cc1ccccc1)N(Cc1cccnc1)c1nc2ccc(F)cc2s1	?	-47%[inhibitor]	4%
Cc1ccc(OCCSc2nc3ccccc3n2CC(=O)NC(C)C)cc1	0%	-18%	7%
O=S(=O)(Nc1ccc(F)cc1F)c1ccc(-n2cccn2)cc1	16%	-24%	-2%
Cc1ccccc1C(=O)Nc1sc2c(c1C(=O)N1CCC(C)CC1)CCCC2	15%	i	22%
COc1cccc(Cn2c(CNS(=O)(=O)c3ccc4c(c3)CCCC4)nc3cccnc32)c1	21%	-28%	?
Cc1cccc(OCCCn2c(CCNC(=O)C(C)(C)C)nc3ccccc32)c1	18%	-30%[inhibitor]	-1%
CCc1ccccc1NS(=O)(=O)c1ccc2[nH]cc(C(=O)N(CC)Cc3ccccc3)c(=O)c2c1	22%	i	44%
CCn1c(C(=O)NCc2ccccc2Cl)cc2sc(Cl)cc21	11%	-15%	6%
O=c1c2cnn(-c3ccc(Cl)cc3)c2ncn1Cc1ccc(Cl)cc1Cl	19%	i	-15%
CCOc1ccc(-c2cc3c(=O)n(CC(=O)NCc4ccc(C)cc4)ccn3n2)cc1	0%	i	-7%
CCCCNC(=O)CCCn1c(=O)c2ccccc2n(Cc2ccccc2C)c1=O	27%	i	8%
O=c1c2sccc2n(Cc2cc(=O)n3ccccc3n2)c(=O)n1-c1cc(F)ccc1F	18%	i	-12%
CCN(CC)C(=O)Cn1c(=O)cc(C)c2c(C)nn(C)c21	7%	i	11%
Cc1ccc(C2=CC(c3ccc(Cl)cc3)n3nc(-c4ccc(C)cc4)nc3N2)cc1 (stereo not drawn)	-9%	i	?
Cc1nn(C)c2c1c(C(F)(F)F)cc(=O)n2C(C)C(=O)N1CCN(c2ccccc2)CC1 (stereo not drawn)	-18%	-35%[inhibitor]	3%
O=C(Cn1cc(S(=O)(=O)Cc2ccccc2F)c2ccccc21)NCc1ccccc1Cl	25%	-8%	1%
COc1ccc(S(=O)(=O)N(CC(=O)N2CCc3ccccc3C2)c2ccc(C)cc2)cc1	29%	-38%[inhibitor]	?
CCCN(CCC)CCCNC(=O)Cn1ncc2c3ccccc3n(Cc3ccccc3F)c2c1=O	2%[9.22 µM]	i	1%
Cc1c(C)n(Cc2ccc(Cl)cc2)c2ccc(C(=O)N3CCN(c4ccccc4F)CC3)cc12	-1%	?	37%
CCOc1ccc(-c2nnc(SCC(=O)NCCc3ccccc3)nc2-c2ccc(OCC)cc2)cc1	13%	i	11%
CC(C)Oc1ccc(CNC(=O)CCCn2c(=O)c3cccn3c3ccccc32)cc1	21%	-74%[inhibitor]	18%
O=C(c1ccc2c(c1)N(Cc1cccc(Cl)c1)C(=O)c1ccccc1S2(=O)=O)N1CCC(Cc2ccccc2)CC1	4%	-2%	25%
